# Bioassay records from PubChem BioAssay.
# p47phox inh – inhibitors of human p47phox binding; P14598; p47phox/p22phox peptide binding, fluorescence polarization, 2 h; inhibition, % at 24.7 µM; 0.53% of 220,000 active; AID 1274;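 active = inhibition above about 30%, limit read from the data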;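 also: 0% = p47phox with labelled peptide and 100% = labelled peptide alone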
# Mdm2 ligase inh – inhibitors of human Mdm2 E3 ubiquitin ligase. 0.11% of 210,000 active. cell-based MDM2 ubiquitination luciferase reporter, 2 h; 0 = plate control, 100 = twice control, blank-subtracted. Q00987. signal enhancement, % at 5 µM;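 active = signal enhancement of 30% or more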;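 also: luminescence tracks abundance of the self-degrading MDM2-luciferase fusion protein; higher signal means inhibition of MDM2 E3 ligase activity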
#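 Assay system: mammalian cells stably expressing self-ubiquitinating, self-degrading MDM2 E3–luciferase fusion. Quantity: 2000 cells in each well. Medium: DMEM culture medium. Compound dosing: single-point 5 µM. Timing: cell settling 4 h, compound treatment 2 h, both 37 °C. Technique: luciferase luminescence. Read-out basis: percent signal gain over controls, blank-subtracted. Benchmarks: plate controls and plate blanks.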
# EBV gp42 block – blocks Epstein-Barr virus glycoprotein 42 binding | 0.42% of 220,000 active | Fluorescence polarization binding assay, mP read-out | Q1HVG2 | inhibition, % (tested at 21.74 µM); in the data active = inhibition above about 50%
# Target sequence (Q1HVG2 whole entry, looked up): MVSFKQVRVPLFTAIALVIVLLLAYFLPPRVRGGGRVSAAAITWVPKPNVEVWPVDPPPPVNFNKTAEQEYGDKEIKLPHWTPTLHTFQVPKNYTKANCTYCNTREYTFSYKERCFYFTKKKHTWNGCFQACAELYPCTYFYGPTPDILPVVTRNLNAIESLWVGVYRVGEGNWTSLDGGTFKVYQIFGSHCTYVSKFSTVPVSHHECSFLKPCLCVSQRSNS
# TNF death inh – inhibitors of TNF-alpha induced necroptosis in Jurkat FADD-/- cells. activation (protection from cell death), % at 10 µM. 0.068% of 220,000 active. AID 463075. Jurkat FADD-/- TNF necroptosis rescue, ATP luminescence, 24 h; 0 = TNF only, 100 = no-TNF cells;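 active = activation, meaning protection from cell death, of at least 50% relative to plate controls; inactive = activation below 50%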;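 also: necroptosis triggered by 40 ng/mL TNF-alpha added together with compound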
# CHOP inhibitor – inhibitors of CHOP induction in ER stress response; CHO-K1 CHOP-promoter luciferase, tunicamycin-induced, 15-18 h; inhibition, % at 10 µM; 3.8% of 220,000 active;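 active = compounds that reduced the stress-induced luciferase reporter signal by more than about 70% of percent inhibition, limit read from the data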;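 also: 0% = tunicamycin plus vehicle and 100% = wells without tunicamycin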
# PPC-1+TRAIL kill – kills PPC-1 cancer cells in the presence of TRAIL; PPC-1 cells + TRAIL, ATPLite viability luminescence; cell killing (% activity), % at 4 µM; 0.41% of 220,000 active; AID 1443;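 active = cell killing above 50% in the first pass at 4 µM, then a duplicate retest at 5 µM averaging 50% or more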;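 also: plate controls were cells with TRAIL plus DMSO for no effect and medium-only wells lacking cells for full effect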
# Runt-SMMHC FRET – inhibitors of human RUNX1 Runt domain binding to CBFb-SMMHC | Q01196+Q13951 | Cerulean-Runt/Venus-CBFb-SMMHC FRET ratio 530/480, 1 h | inhibition, % at 20 µM | 0.74% of 220,000 active | AID 1434;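 active = mean inhibition across duplicate retests at 20 µM reaching about 50%, limit read from the data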;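 also: 0% = DMSO wells and 100% = wells with excess untagged CBFb-SMMHC; inhibitors lower the FRET ratio by blocking Runt binding to CBFb-SMMHC; some results filed as inactive read as strong as hits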
# Target sequence (Q01196 whole entry, looked up, the tested form may be a part): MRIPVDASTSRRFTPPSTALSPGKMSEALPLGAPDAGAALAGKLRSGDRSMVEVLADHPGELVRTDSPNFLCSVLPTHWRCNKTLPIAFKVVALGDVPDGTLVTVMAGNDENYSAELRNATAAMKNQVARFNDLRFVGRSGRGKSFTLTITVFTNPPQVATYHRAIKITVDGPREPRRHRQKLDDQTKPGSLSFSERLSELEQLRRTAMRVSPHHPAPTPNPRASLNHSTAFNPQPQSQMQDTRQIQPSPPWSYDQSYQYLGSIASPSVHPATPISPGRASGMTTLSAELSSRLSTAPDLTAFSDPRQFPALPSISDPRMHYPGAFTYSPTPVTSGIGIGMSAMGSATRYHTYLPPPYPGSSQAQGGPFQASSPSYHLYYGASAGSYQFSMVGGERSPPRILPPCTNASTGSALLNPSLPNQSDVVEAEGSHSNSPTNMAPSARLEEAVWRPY
# Target sequence (Q13951 whole entry, looked up, the tested form may be a part): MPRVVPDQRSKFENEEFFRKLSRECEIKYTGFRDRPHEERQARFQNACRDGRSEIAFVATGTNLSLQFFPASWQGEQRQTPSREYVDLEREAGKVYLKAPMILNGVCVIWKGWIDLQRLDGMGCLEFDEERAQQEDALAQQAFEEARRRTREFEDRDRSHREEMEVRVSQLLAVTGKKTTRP
# TRPML3 agonist – human mucolipin-3 channel agonism; Q8TDD5; AID 1448; HEK293 TRPML3-YFP, Fluo-8 calcium fluorescence; 100% = the carbachol control signal; 0.29% of 220,000 active; activation, % at 3 µM;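 active = activation above its plate's cutoff, the mean activation of the plate's test wells plus 3 SD, cut at about 12% in these data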;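 also: 0% = DMSO only wells and 100% = carbachol wells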
#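 Test system – HEK293 line with stable expression of human TRPML3-YFP channel · Control set – carbachol 87 µM final as high control (100%), DMSO as low control (0%) · Signal – Fluo-8 calcium dye fluorescence, ex 470-495, em 515-575 nm · Incubation – 1-h 37 °C dye load, 5-s basal, 120-s post-compound reads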
# zfTRPN1 agonist – zebrafish TRPN1 (NompC) channel agonism. HEK293 zebrafish TRPN1-YFP, Fluo-8 calcium fluorescence; 100% = response to 87 µM carbachol. activation, % at 3 µM. 0.18% of 220,000 active. AID 1424;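 active = activation above its plate's cutoff, the mean activation of test wells on that plate plus 3 SD, cut at about 19% in these data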;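 also: 0% = DMSO alone and 100% = 87 µM carbachol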
#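 Control set: carbachol 87 µM as high control, DMSO as low control; system: HEK293 stable line with zebrafish TRPN1-YFP; read-out: % activation versus carbachol response; detection: intracellular calcium fluorescence with Fluo-8; doses: single test compound dose, 3 µM nominal, 0.3% DMSO; schedule: dye 1 h 37 °C plus 30 min RT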
# * hit, by the source's call; · = not tested or not shown; [ ] = remark or other dose. Random draw from the library; about 5.9% have a hit in one of these screens.
SMILES,p47phox inh,Mdm2 ligase inh,EBV gp42 block,TNF death inh,CHOP inhibitor,PPC-1+TRAIL kill,Runt-SMMHC FRET,TRPML3 agonist,zfTRPN1 agonist
CCCc1[nH]nc2c1C(c1ccc(O)c(OC)c1)C(C#N)=C(N)O2 (centres undefined),18,6,-25,-7.4,-6,21,4,0.5,-0.1
COC(=O)c1ccccc1OCCOCCOc1cccc2cccnc12,0,-17,-2,1.7,20,25,1,0.3,1.9
Cc1ccc(S(=O)(=O)c2c(C)nn(-c3ccccc3)c2OC(=O)c2ccc(Br)o2)cc1,3,-1,-2,0.9,4,17,-3,0.5,-1.1
CC(=O)NNc1nc(-c2ccc(NC(C)=O)cc2)cs1,-32,-7,-26,0.0,-3,1,0,0.2,0.2
CCOC(=O)C1CCN(c2cc(=O)n(Cc3ccc(F)cc3)c(=O)[nH]2)CC1,-12,-11,3,1.8,17,4,-1,0.9,-0.3
COc1ccc(N2CCN(S(=O)(=O)c3ccc4c(c3)OCCO4)CC2)cc1,-11,8,-10,2.1,13,3,-1,0.2,0.9
COC(=O)C1C(=O)C2=C(CC1C)NC(C)=C(C(=O)OCc1ccc(OC)cc1)C2c1ccc(C)o1 (centres undefined),-23,0,-9,-1.9,7,10,-4,-0.7,0.1
CC1=C(C#N)C(c2ccc(O)cc2)C2=C(CCCC2=O)N1 (centres undefined),2,-10,-14,-0.7,59,-5,0,0.6,2.0
Cc1ccc(-c2csc3ncnc(SCC(=O)O)c23)cc1,-16,-7,-20,3.7,7,9,-2,0.8,1.6
Clc1ccc(OCCOCCOc2cccc3cccnc23)c(Br)c1,-15,·,-15,2.4,30,1,-3,0.4,0.4
COC(=O)Nc1ccc(C)c(NC(=O)OC)c1,-3,-4,-5,0.8,26,1,-7,0.2,0.2
Cc1cc(Br)ccc1OCC(=O)NNC(=O)c1ccc(NC(=O)C2CC2)cc1,-9,-16,-3,0.5,28,10,-3,0.4,1.2
O=C(Cc1csc(N2CCOCC2)n1)N/N=C/c1ccc(Cl)cc1Cl,-16,-13,-20,-3.2,59,16,-1,0.7,1.5
Clc1ccc(C2[C@H]3CN(Cc4cccnc4)[C@H](c4ccccc4)C34CC2(c2ccccc2)C4)cn1 (some centres undefined),-43,11,-29,-0.5,1,-1,4,·,·
CCCCS(=O)(=O)N1C2=NC(C(=O)OC)=C(C(=O)OC)[C@@H]3N(C)c4ccc(OC)cc4[C@]23C[C@H]1C(=O)OC,-11,0,-2,-0.4,8,6,-2,·,·
COC(=O)CSc1nc(N)c(C#N)c(CC(C)C)c1C#N,-4,-14,0,3.1,-21,23,0,0.1,2.1
COc1ccc(COn2c(=O)c(C)[n+]([O-])c3ccccc32)cc1OC,-18,-1,-26,-0.8,8,22,-2,0.1,0.5
O=[N+]([O-])c1c(NCCO)cc(Sc2nc3ccccc3s2)c2nonc12,-6,-6,-10,-27,108*,7,12,0.0,0.6
COc1ccccc1NC1SC(=O)N(c2ccccc2)C1=O (centres undefined),-10,-9,-8,1.9,0,-4,5,-0.8,-0.8
COc1ccc(N2CC(C(=O)Nc3ccc(F)cc3F)CC2=O)cc1 (centres undefined),-9,-19,-14,-0.8,13,8,0,0.4,-0.3
Cc1[nH]c(=O)[nH]c(=O)c1/C=N/NC(=O)[C@@H](N)CC(C)C,6,-15,-7,0.3,10,12,-1,0.9,-0.3
O=C(CSc1nc2ccccc2s1)Nc1ccc(Cl)c(C(=O)O)c1,-16,-5,-11,-0.8,-3,-16,17,0.4,-0.2
COC(=O)C1=C(N)Oc2c(oc(CO)cc2=O)C1c1ccc(F)cc1 (centres undefined),-14,-9,-4,-2.2,-11,19,-2,1.0,-0.6
COc1cccc(NC(=O)C(=O)NCCc2ccc(F)cc2)c1,2,-8,-7,-1.1,-42,-11,1,0.3,-0.1
Cc1cccc(NC(=O)c2cc3c(s2)-c2c(C)cccc2OC3)n1,11,-10,-16,-3.6,-11,5,61,1.4,6.0
SMILES,p47phox inh,Mdm2 ligase inh,EBV gp42 block,TNF death inh,CHOP inhibitor,PPC-1+TRAIL kill,Runt-SMMHC FRET,TRPML3 agonist,zfTRPN1 agonist
O=C(Nc1cccc2c1CCCC2)C1CCN(C(=O)NC2CCCCC2)CC1,-8,-4,-3,2.4,37,-1,1,-0.2,-0.5
Cc1nc(CSc2ccc(Cl)cc2)cc(N2CCOCC2)n1,-11,-9,-10,-2.3,-6,-1,0,0.0,-0.3
CCC(C)Nc1nc(Cl)nc(N(C#N)CN2C(=O)c3ccccc3S2(=O)=O)n1 (centres undefined),-12,-10,-8,-2.3,-101,12,2,0.0,0.5
O=C(CN(Cc1ccccc1F)C(=O)Cn1nnc(-c2cccs2)n1)NC1CCCCC1,-11,5,-7,0.5,0,2,-1,0.1,-2.4
COc1ccc(C(=O)c2c[nH]c(C(=O)NCCCN3CCOCC3)c2)cc1,0,-3,-3,0.6,-1,-1,-2,1.0,0.9
COCCN(CCOC)S(=O)(=O)c1ccc(C(=O)Nc2nc3c(s2)CCc2ccccc2-3)cc1,-6,2,-4,1.3,82*,2,-25,0.3,-0.3
Cc1cc2c3c(ccc(C)c3n1)N=CN2c1ccccc1,-6,8,7,-4.7,55,13[5 µM],60*,-1.0,-1.6
Cc1cc(C(=O)Nc2ncn[nH]2)ccc1[N+](=O)[O-],4,-4,-26,0.4,-67,2,3,0.6,0.2
O=[N+]([O-])c1ccc(SCc2ccco2)cc1N1CCOCC1,2,6,6,1.3,28,17,-5,-0.4,-3.0
O=C(N/N=C/C=C\c1ccccc1[N+](=O)[O-])c1cc(-c2ccc3ccccc3c2)n[nH]1,-4,-2,25,1.6,106*,6,-1,2.0,-1.1
O=C(Oc1ccc(-c2cnc3ccccc3n2)cc1)c1cc([N+](=O)[O-])ccc1Cl,35*,-4,-17,-1.3,30,20,-6,0.4,1.9
Cn1c(=O)c2cc(NC(=O)c3ccccc3Cl)c(=O)oc2n(C)c1=O,-16,-19,-17,0.3,67,10,2,1.2,1.2
CC(C)c1ccc(OCC(=O)NC(=S)Nc2ccc3c4c(cccc24)CC3)cc1,-7,-17,-18,-0.9,24,8,6,1.2,1.9
CCOC(=O)c1[nH]c(C)c(C(=O)N(C)C)c1C,-5,0,-5,-0.8,16,9,-1,0.5,1.2
Cc1nnc(SCC(=O)Nc2cccc(C(F)(F)F)c2)n1Cc1ccco1,-5,-13,0,1.8,9,3,-9,0.7,-0.8
O=CN1CCN(C(=O)Cc2ccc([N+](=O)[O-])cc2)CC1,0,2,-6,1.8,5,7,0,0.8,2.1
CC(=O)Cc1nsc(Nc2ccccc2)n1,-13,-8,-7,2.9,2,1,-2,0.8,0.2
COc1ccc2occ(C(=O)c3coc4ccc(O)c(CN(C)C)c34)c2c1,-10,-19,3,1.7,-7,-3,-2,0.1,2.7
CCOC(=O)c1sc(=S)n(-c2cccc(OC)c2)c1N,-13,-3,-17,0.3,7,-27,20,0.5,1.2
CCOc1cc(C(=O)Nc2cc(=O)n(C)c(=O)n2C)cc(OCC)c1OCC,-6,13,-19,-0.5,16,-1,-1,0.2,1.1
O=C(CSc1nccn1-c1ccc(F)cc1)NCc1ccc2c(c1)OCO2,-2,6,-10,-0.6,3,5,4,0.0,0.1
Cc1ccc(C)c(-n2c3nc(=O)n(C)c(=O)c-3cc3ccccc32)c1,-7,-9,-32,-0.4,25,19,81*,-0.3,0.1
CCOC(=O)C(=O)NNc1ccc(C)cc1,-6,-7,-12,1.4,-9,1,4,1.1,1.3
O=Cc1sc(N2CCOCC2)nc1-c1ccccc1,12,-4,10,-0.4,10,10,-1,1.0,-0.4
COc1ccc(CC(=O)Nc2ccccc2N2CCCCC2)cc1OC,-3,-12,-2,0.5,-9,21,1,0.3,0.0

# Some of these compounds in order of their number in p47phox inh, high to low:
Compound,p47phox inh,Mdm2 ligase inh,EBV gp42 block,CHOP inhibitor,Runt-SMMHC FRET,TRPML3 agonist
O=C(Oc1ccc(-c2cnc3ccccc3n2)cc1)c1cc([N+](=O)[O-])ccc1Cl,35*,-4,-17,30,-6,0.4
Cc1ccc(C)c(-n2c3nc(=O)n(C)c(=O)c-3cc3ccccc32)c1,-7,-9,-32,25,81*,-0.3
COc1ccc2occ(C(=O)c3coc4ccc(O)c(CN(C)C)c34)c2c1,-10,-19,3,-7,-2,0.1
CCC(C)Nc1nc(Cl)nc(N(C#N)CN2C(=O)c3ccccc3S2(=O)=O)n1 (centres undefined),-12,-10,-8,-101,2,0.0

# (next part)
SMILES,p47phox inh,Mdm2 ligase inh,EBV gp42 block,TNF death inh,CHOP inhibitor,PPC-1+TRAIL kill,Runt-SMMHC FRET,TRPML3 agonist,zfTRPN1 agonist
O=C(CCn1cnc(-c2ccccc2)c1-c1ccccc1)N/N=C/c1ccccc1O,-33,-5,-16,-8.9,51,-9,1,0.1,-0.4
CCCCCOC(=O)c1c(N)n(CCOC)c2nc3ccccc3nc12,-24,-11,-19,-0.4,7,0,114*,-0.8,-1.6
c1ccc(-c2nnc(SCC3CCCO3)nc2-c2ccccc2)cc1 (centres undefined),-5,-8,-11,0.6,-7,9,-4,-1.0,-2.1
Cc1ccc(C)c(N2C(=N)S/C(=C\c3ccc(-c4ccccc4C(=O)O)o3)C2=O)c1,-22,-18,-28,-0.4,22,-17,12,2.4,1.9
COCc1cc(=O)n2c(-c3ccccc3OC)n[nH]c2n1,-7,-14,-17,1.2,-24,2,-1,0.8,-0.3
O=C(NCc1ccncc1)c1cncc(Br)c1,-9,12,-7,1.1,38,14,-2,0.4,0.0
CCOc1ccc2noc3c2c1C(=O)c1ccccc1-3,44*,4,-71,-6.5,-49,31,-6,3.5,4.5
COc1ccccc1C/C(N)=N/OC(=O)c1cccc([N+](=O)[O-])c1,1,-16,-14,-3.1,20,15,-4,-0.1,-1.5
Cc1ccc(OCC(O)CN2C(=O)NC(C)(C)C2=O)cc1C (centres undefined),-8,-6,-8,1.8,4,-4,2,1.3,2.3
CC1CC(=O)N(c2ccc(N(C)Cc3ccccc3)c([N+](=O)[O-])c2)C1=O (centres undefined),-3,-9,-4,-0.4,15,18,2,1.2,2.0
Cc1cc(C)c(S(=O)(=O)N(C)CC(=O)NCc2ccccn2)c(C)c1,-9,-7,-15,0.0,-10,-7,-8,0.2,0.8
CCOc1ccc(Br)cc1S(=O)(=O)Nc1ccccc1N1CCOCC1,-8,19,6,-1.6,29,-7,2,3.0,1.0
CC1=C(C)CC2C(=O)N(c3cccc4ccccc34)C(=O)C2C1 (centres undefined),-13,-8,3,-0.6,20,0,18,0.9,-0.8
O=C1NC(c2ccccc2Br)=N/C1=C\c1ccco1,-5,-1,-9,-1.5,-33,11,2,0.5,0.2
CC(C)(C)n1nnnc1C(c1cccc(C#N)c1)N1CCCc2ccccc21 (centres undefined),-9,-1,-24,-0.3,8,8,0,-0.8,-2.0
